Screening data from PubChem BioAssay.
DNMT1 block: inhibitors of human DNMT1; inhibition (reported as % activation of signal), % at 10 µM; DNMT1 molecular beacon, Hinp1I cleavage, fluorescence; AID 588458; 0.83% of 360,000 active; in the data active = inhibition above about 50%
STEP block: inhibitors of human striatal-enriched phosphatase STEP. 0.25% of 360,000 active. AID 588621. inhibition, % at 20 µM. recombinant STEP, OMFP fluorogenic substrate, fluorescence. P54829;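 active = inhibition at 20 µM, scaled per plate between control wells, above about 37%, limit read from the data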;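 note: 0% = DMSO with enzyme and substrate and 100% = substrate only without enzyme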
Target sequence (P54829 whole entry, looked up): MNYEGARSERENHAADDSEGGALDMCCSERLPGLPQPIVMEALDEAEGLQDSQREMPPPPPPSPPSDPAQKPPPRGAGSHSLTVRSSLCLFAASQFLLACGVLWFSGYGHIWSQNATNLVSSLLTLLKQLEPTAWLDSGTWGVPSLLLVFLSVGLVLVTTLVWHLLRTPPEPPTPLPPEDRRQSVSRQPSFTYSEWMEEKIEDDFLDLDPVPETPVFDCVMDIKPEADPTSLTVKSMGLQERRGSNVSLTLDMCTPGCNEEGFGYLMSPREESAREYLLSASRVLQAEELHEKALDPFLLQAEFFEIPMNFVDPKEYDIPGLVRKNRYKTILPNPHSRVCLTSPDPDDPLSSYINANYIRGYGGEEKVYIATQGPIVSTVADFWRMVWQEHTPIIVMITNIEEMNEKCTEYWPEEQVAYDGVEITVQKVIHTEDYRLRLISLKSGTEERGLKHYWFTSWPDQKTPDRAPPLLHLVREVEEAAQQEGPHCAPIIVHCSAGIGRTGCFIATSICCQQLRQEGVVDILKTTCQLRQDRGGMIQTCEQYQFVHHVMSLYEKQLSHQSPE
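System: STEP phosphatase, cell-free reaction; Buffer or medium: Bis-Tris pH 6.0 buffer with DTT, detergent; Incubation: 20 min at room temperature, dark; Measured by: fluorescence, 480/540 nm.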
Scp1 inh: inhibitors of human Scp-1 phosphatase; AID 493091; inhibition, % at 20 µM; Recombinant Scp1, phosphopeptide, malachite green phosphate absorbance; Q9GZU7; 0.88% of 340,000 active;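 active = inhibition above about 50% at 20 µM, limit read from the data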;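 note: plate controls were DMSO wells with enzyme for no effect and wells lacking enzyme for full effect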
Target sequence (Q9GZU7 76-261 limits assumed): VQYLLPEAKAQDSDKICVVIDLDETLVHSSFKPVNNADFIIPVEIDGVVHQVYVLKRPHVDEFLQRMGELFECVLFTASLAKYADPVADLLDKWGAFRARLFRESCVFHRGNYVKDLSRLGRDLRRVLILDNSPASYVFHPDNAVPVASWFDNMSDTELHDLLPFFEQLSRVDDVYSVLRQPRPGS
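System: truncated SCP-1 phosphatase (76-261aa); medium: Tris acetate buffer pH 5.5 with MgCl2 and Tween-20; incubation: 45 min room-temperature reaction, 5 min colour, 30 min stabiliser; compound: single 20 µM dose, 1% DMSO; reagent: Phosphorylated 17-residue peptide substrate; read-out: % inhibition at 20 µM; technique: colorimetric free-phosphate detection, absorbance 630 nm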
MsrA inh: inhibitors of bovine MsrA. inhibition, % at 15.5 µM. purified bovine MsrA, absorbance read-out. AID 651718. 0.75% of 360,000 active; in the data active = inhibition above about 4.5%;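 note: 0% = vehicle wells with enzyme and 100% = reference inhibitor wells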
SUMO1 PPI mod: modulators of human SUMO1-mediated protein-protein interactions | SUMO1 binding to a labelled peptide, TR-FRET, 1 h | inhibition, % at 20 µM | 0.33% of 360,000 active; in the data active = inhibition above about 37%
Target sequence (P63165 whole entry, looked up): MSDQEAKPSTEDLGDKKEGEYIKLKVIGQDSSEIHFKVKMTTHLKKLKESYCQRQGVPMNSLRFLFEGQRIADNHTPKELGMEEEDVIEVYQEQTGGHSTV
bovine MsrA act: activates bovine MsrA enzyme; activation, % at 10.6 µM; 0.3% of 360,000 active; AID 602163; purified bovine MsrA, absorbance read-out; in the data active = activation above about 7.5%;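 note: 0% = vehicle and 100% = reference activator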
CendR NRP1 mod: modulators of CendR peptide binding to human neuropilin-1 | O14786 | FAM-RPARPAR peptide binding to NRP-1, fluorescence polarization | inhibition, % at 25 µM | 0.85% of 360,000 active | AID 602438;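 active = inhibition or corrected inhibition above about 18%, plus a signal ratio from 0.5 to 1.5, limit read from the data, passing the limit was not always enough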; note: strong numbers were not always called active
LMPTP block: LMPTP (human) inhibition. 0.22% of 360,000 active. AID 651560. recombinant LMPTP-A, OMFP fluorogenic substrate, fluorescence intensity. inhibition, % at 20 µM;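 active = compounds that cut the enzyme signal by at least half of the control window in the single-dose screen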;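 note: plate controls were DMSO wells with enzyme plus substrate for no effect and substrate without enzyme for full effect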
Target sequence (P24666 whole entry, looked up): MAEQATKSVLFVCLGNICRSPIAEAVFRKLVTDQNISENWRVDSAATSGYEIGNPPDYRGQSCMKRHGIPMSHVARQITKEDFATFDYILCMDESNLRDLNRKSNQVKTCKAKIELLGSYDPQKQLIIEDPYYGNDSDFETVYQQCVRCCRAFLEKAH
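Buffer or medium: Bis-Tris pH 6.0, DTT, detergent; Assay system: LMPTP-A enzyme; Quantity: 0.625 nM enzyme; Detection: endpoint fluorescence intensity; Times: 50 min dark incubation at room temperature; Controls: substrate-only low control, DMSO enzyme-plus-substrate high control; Doses: single 20 µM dose; Read-out: percent inhibition versus substrate-only and uninhibited controls; Reagent: 400 µM OMFP.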
E coli Lon inh: inhibitors of E. coli Lon protease; purified E. coli Lon protease, fluorescence polarization; inhibition, % at 7.94 µM; 0.42% of 360,000 active; in the data active = inhibition above about 13%, passing the limit was not always enough;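 note: 0% = enzyme with probe and DMSO and 100% = no enzyme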
Tb MetRS inh: Trypanosoma brucei MetRS inhibition | 0.4% of 360,000 active | purified T. brucei MetRS, ATP depletion, Kinase-Glo luminescence | inhibition, % at 11.9 µM;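 active = inhibition above a per-plate cutoff of the control wells' mean inhibition plus 3 SD, cut at about 5.5% in these data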;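 note: 0% = DMSO wells median and 100% = median of wells with control inhibitor compound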
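Test system: purified T. brucei MetRS enzyme. Also added: ATP, methionine and E. coli bulk tRNA substrates. Compound: 11.9 µM single point. Schedule: 15 min enzyme-compound preincubation, 2 h reaction, 10 min detection, 25 °C. Signal: luciferase luminescence of residual ATP, Kinase-Glo. Evaluation: percent inhibition versus plate control medians. Controls: DMSO wells, low control.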
Numbers without * were called inactive; x = no result given; & = joins results of further samples.

Compound,DNMT1 block,STEP block,Scp1 inh,MsrA inh,SUMO1 PPI mod,bovine MsrA act,CendR NRP1 mod,LMPTP block,E coli Lon inh,Tb MetRS inh
C=CCn1c(SCCOc2ccc(OC)cc2)nnc1C(C)NC(=O)c1ccc(OC)cc1 (stereo not drawn),-1,-3,6,0.1,-1,-11,4,0.8,-1,-1.2
CN(C)C(CNC(=O)c1ccc(NC(=O)c2cccs2)cc1)c1ccccc1 (stereo not drawn),-2,-4,-12,1.2,6,-2,13,-2.3,-9,-0.3
Cc1ccc(NC2=C(NCCO)C(=O)c3ccccc3C2=O)cc1,-7,-1,6,0.1,-19,-12,8,3.2,-13,0.3
Nc1nc(SCC(=O)Nc2ccc([N+](=O)[O-])cc2Br)n[nH]1,1,-4,-5,2.0,-29,-4,-11,-2.2,-8,0.6
OCCNCc1ccc(OC2CCCC2)cc1,-1,2,-6,-0.6,3,2,-3,0.1,6,-0.7
O=S(=O)(c1cccs1)N1CCN(Cc2cccc(F)c2)CC1,3,-2,-2,-1.1,5,-3,5,0.9,1,-0.1
O=C(O)c1ccc2c(c1)C(=O)N(CCc1c[nH]c3ccccc13)C2=O,0,0,-3,0.8,-7,-2,-18,-0.6,10,-0.5
O=C(NC(=S)Nc1ccccc1N1CCN(C(=O)c2ccccc2)CC1)c1cccs1,-5,1,1,-1.2,8,-2,14,3.3,2,2.5
Cc1cc(C)c2c(N)c(C(=O)Nc3ccc([N+](=O)[O-])cc3)sc2n1,-10,19,39,0.1,44*,-6,6,28,16,-1.1
Cn1c(-c2ccc(F)cc2)cnc1SCC(=O)NNC(=O)Cc1ccccc1,-2,-3,-1,0.3,-6,-3,-5,-0.7,1,-0.5
FC(F)(F)c1nc(SCc2ccc(Cl)cc2Cl)n[nH]1,0,1,-11,0.4,9,-1,13,0.8,3,0.8
O=C(O)c1cc(S(=O)(=O)N2CCCCC2)ccc1F,3,-2,2,2.9,2,-2,-6,-1.6,-2,0.0
COc1ccc(/C=N/NC(=S)Nc2cc(S(=O)(=O)N3CCOCC3)ccc2N2CCOCC2)cc1O,-9,-4,-4,4.1,8,5,-20,1.9,2,0.6
O=C(C1CCCN(S(=O)(=O)c2ccc(F)cc2)C1)N(Cc1cccs1)C1CC1 (stereo not drawn),-3,3,-3,-1.0,-2,-5,0,1.3,-14,-0.8
CCN(CC)CCCN1C=C2C(=O)C(C)(OC(=O)CCC(=O)OC)C(=O)C(Br)=C2C=C1c1ccc(OC)cc1 (stereo not drawn),-12,-2,7,0.0,-10,-7,-23,1.4,-28,-0.2
C/C(CC(C)C)=N\Oc1nc(C)cc(C)n1,2,1,-6,0.2,-4,-1,-1,-0.9,12,0.0
O=c1c(-c2ccc(Br)cc2)[n+]([O-])c2ccccc2n1OCc1ccccn1,9,4,-7,0.3,-11,-1,-3,0.3,-7,2.0
C=CCn1cccc(C(=O)Nc2ccc(SC)cc2)c1=O,1,0,-19,2.8,-2,-1,6,-0.7,-3,-1.0
N#Cc1cc(Oc2ccc3ccccc3c2)c(-n2nnc3ccccc32)cc1C#N,-1,2,-11,1.2,-1,-1,-3,-0.1,4,-0.9
CCCCCSc1nnc(-c2ccccc2N)c(=O)[nH]1,4,-1,-2,0.7,2,0,-12,0.7,-11,0.4
CCOc1ccc(NC(=O)CCN2CCN(c3ccccc3OC)CC2)cc1,-3,-1,-13,0.3,-2,-4,8,-2.6,2,-1.1
O=c1c2c(nc3n1CCCCC3)sc1c(O)cccc12,-7,4,-12,-0.5,5,-1,11,2.2,4,-0.8
O=[N+]([O-])c1ccc(N/N=C/c2cccc(O)c2O)c(S(=O)(=O)N2CCOCC2)c1,-6,-3,-5,2.8,-14,-8,-14,5.8,-2,-0.3
N#Cc1ccc(NC2c3ccccc3CC2O)cc1 (stereo not drawn),-4,0,4,0.9,-4,-8,2,0.1,11,-0.3

Laid out differently: entries from further up
Results follow in this order: DNMT1 block	STEP block	Scp1 inh	MsrA inh	SUMO1 PPI mod	bovine MsrA act	CendR NRP1 mod	LMPTP block	E coli Lon inh	Tb MetRS inh
- N#Cc1cc(Oc2ccc3ccccc3c2)c(-n2nnc3ccccc32)cc1C#N
    -1	2	-11	1.2	-1	-1	-3	-0.1	4	-0.9
- CCCCCSc1nnc(-c2ccccc2N)c(=O)[nH]1
    4	-1	-2	0.7	2	0	-12	0.7	-11	0.4
- CCOc1ccc(NC(=O)CCN2CCN(c3ccccc3OC)CC2)cc1
    -3	-1	-13	0.3	-2	-4	8	-2.6	2	-1.1

Additional results.
Compound,DNMT1 block,STEP block,Scp1 inh,MsrA inh,SUMO1 PPI mod,bovine MsrA act,CendR NRP1 mod,LMPTP block,E coli Lon inh,Tb MetRS inh
Cc1ccc2cccnc2c1N,-2,1,-14,0.8,-10,-2,-2,-2.8,-4,-0.4
CCc1ccc(CN2CCN(S(=O)(=O)Cc3ccccc3)CC2)cc1,2,0,-1,-0.1,-2,-8,-4,-0.1,7,-0.1
NC(=O)c1cc2cc(Cl)ccc2oc1=O,2,-1,-11,0.7,-26,-1,0,-2.0,11,-0.3
CCOC(=O)c1sc(-c2cccs2)nc1C,0,0,-1,0.7,-18,-3,-2,-0.9,1,0.0
O=C(O)c1ncn(Cc2ccccc2)c1C(=O)O,6,1,-4,-1.2,3,-2,-1,-0.3,3,0.1
O=S(=O)(NCCOc1ccccc1F)c1cccc(Br)c1,-3,-2,-13,0.3,2,-6,9,1.7,-7,-0.2
CNc1nc(N(C)C)nc(N(C)C)n1,5,2,-6,-1.2,2,0,8,-0.8,-6,-0.3
Cc1nnc(SCC(=O)N2CCCC2)n(N)c1=O,1,-5,-4,0.2,0,-7,3,-1.4,-4,-1.0
O=C(c1cc(-c2ccco2)on1)N1CCc2ccccc2C1,36,-4,37,0.8,17,-11,-38,5.5,-40,-0.6
COc1cc(NC(=S)NCCc2ccccc2)c(OC)cc1NC(=O)CC(C)C,-11,0,-1,0.8,-1,-1,-19,0.4,7,-0.1
C=C(C)[C@H]1CC=C(C)C(=O)C1,-3,-2,-6,-0.1,2,3,-6,-0.6,0,-0.5
C[C@@H]1C[C@H]2[C@@H]3CCC4=CC(=O)C=C[C@]4(C)[C@@]3(F)[C@@H](O)C[C@]2(C)[C@@]1(O)C(=O)CO,0&0,-2&0,24&-9,-0.8,-2&-1,-9&-3,-1&13,-1.7&-0.4,-1&2,-1.6&0.1
COc1cccc(NC(=O)c2ccc3nc(C)c(N(C)Cc4ccc(NC(C)=O)cc4)n3c2)c1,-2,-7,x,1.8,3,-12,-4,0.5,-2,0.1
COc1ccc(CN2CCc3ccc(NC(=O)CCc4ccccc4OC)cc3C2)c(O)c1,-3,1,-8,-0.2,-4,-1,9,2.0,1,0.2
CN(C)CCCN1C(=O)C(=O)/C(=C(/O)c2ccncc2)C1c1cccnc1 (stereo not drawn),0,-1,-4,6.6*,-7,-1,7,-9.6,-3,-0.6
Cc1oc(C)c2c(=O)ccc3c(c12)OC(N)=C(C#N)C3c1ccccc1Cl (stereo not drawn),2,-3,-7,3.7,1,-13,-143,3.7,-102,-0.1
CNS(=O)(=O)c1cccc(C(=O)OCC(=O)N(Cc2ccccc2)C(C)(C)C)c1,0,-1,-9,0.2,-2,2,10,1.1,4,-0.8
C=CCn1c2ccccc2c2nnc(SCN3C(=O)c4ccccc4C3=O)nc21,-5,3,8,1.8,-14,-2,-4,4.9,-7,-0.9
CC(C)c1ccc(N(C(=O)c2snc(C(N)=O)c2N)C(C(=O)NCC2CCCO2)c2ccc(N(C)C)cc2)cc1 (stereo not drawn),-4,4,-2,-0.7,-15,-3,11,3.4,1,-0.3
CSc1ccc(-c2ccc3c(c2)c(Sc2ccccc2)c(-c2ccccc2)n3C)cc1,x,x,x,1.9,-38,-7,-12,-0.7,2,-1.6
COc1ccc(-n2nc(C(=O)NCC(=O)Nc3ccccn3)c3ccccc3c2=O)cc1Cl,16,48*,63*,-1.4,4,-2,-6,15,4,-0.5
O=C(NCC1CCCO1)c1ccccc1NS(=O)(=O)c1cccs1 (stereo not drawn),3,-3,-5,0.7,7,-3,3,0.5,-9,-0.5
O=C(CCCc1cccs1)NCCc1c[nH]c2ccccc12,-5,0,-17,0.9,3,-2,2,0.5,-2,2.3
CC(=O)N1N=C(c2cccc(O)c2)CC1c1cccs1 (stereo not drawn),3,2,-8,-0.7,-1,-1,4,1.0,-1,-0.2
CCn1cc(C(=O)NCCCN2CC(C)CC(C)C2)c(=O)c2cc(S(=O)(=O)N(C)C)ccc21 (stereo not drawn),-1,0,-4,1.2,6,5,13,0.1,-1,-0.7
CCOC(=O)Cc1cc(=O)[nH]c(/N=C(/NC(=O)c2ccccc2)Nc2ccccc2C(F)(F)F)n1,19,-1,2,0.1,2,-11,-3,0.3,0,-1.5
COc1ccc(NC(=O)C2CCN(S(=O)(=O)c3cccs3)CC2)cc1OC,2,-1,-10,1.2,-1,-4,3,-1.3,-7,-0.1
COc1ccccc1-n1c(SCC(N)=O)nnc1-c1ccc(S(=O)(=O)N2CCCCC2)cc1,1,-4,-6,-1.1,1,-2,0,-0.2,3,-0.3
CN(C)S(=O)(=O)c1ccc(NC(=S)NC(=O)Cc2ccccc2)cc1,-4,2,-6,-0.6,0,-4,12,0.5,1,-0.9
Cc1nn(CC(=O)N(C)C)c(C)c1S(=O)(=O)N1CCOCC1,0,2,-4,0.8,-1,-2,-3,-0.3,-2,-0.4
CC(C)C(C)(C#N)NC(=O)CSc1nc2scc(-c3ccccc3)c2c(=O)[nH]1 (stereo not drawn),-2,2,-1,-0.1,7,-6,-15,-0.1,-2,-0.7
CC(C)(C)CN1C(N)=NC[C@@H]1Cc1ccc(O)cc1,2,1,0,-0.4,2,-3,3,-0.3,-13,-0.2
CCCCC1=CC2=CC(=O)C(C)(OC(=O)CC)C(=O)C2=CN1Cc1ccccc1 (stereo not drawn),-8,2,-6,0.1,-15,-1,6,2.9,-7,-0.3
Cc1cc2nc(C)c3c(n2n1)CCC3,2,0,0,-0.2,2,-11,-1,-1.2,12,-0.3
COCCOC(=O)C1=C(C)N=C2SCCC(=O)N2C1/C=C/c1ccccc1 (stereo not drawn),-3,-5,-7,0.1,5,-6,9,0.9,-13,0.0
O=C(CSc1nnc(CNC(=O)c2cccc(C(F)(F)F)c2)o1)NC1CCCC1,3,-2,-5,-2.0,25,-5,1,0.0,1,0.0
Nc1[nH]c(C(=O)c2ccccc2)c(-c2ccncc2)c1C(=O)NCCc1c[nH]c2ccccc12,x,x,x,0.1,-16,-3,0,0.5,-2,0.0
